Screens (PubChem BioAssay)
ABCB6 inh MLPCN – human ABCB6 transporter inhibition. K562-ABCB6 porphyrin accumulation, flow cytometry, 1 h; stronger effect = lower value. fluorescence ratio to DMSO, % at 10 µM. hit rate 0.19% among 360,000;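 active = fluorescence ratio to DMSO below 75%, the collection mean minus 3 SD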;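 note: signal is porphyrin accumulated inside mitochondria; 100% equals median channel fluorescence of DMSO control wells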
ABHD5 PLIN5 PPI – ABHD5-PLIN5 protein interaction inhibition. Q00G26+Q8WTS1. Split G. princeps luciferase complementation, luminescence, 4 h. inhibition, % at 4 µM. hit rate 0.78% among 360,000;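 active = inhibition above the mean inhibition across every tested compound plus 3 SD, cut at about 22% in these data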;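 note: 0% = DMSO only wells and the 100% control is not disclosed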
Target sequence (Q00G26 whole entry, looked up): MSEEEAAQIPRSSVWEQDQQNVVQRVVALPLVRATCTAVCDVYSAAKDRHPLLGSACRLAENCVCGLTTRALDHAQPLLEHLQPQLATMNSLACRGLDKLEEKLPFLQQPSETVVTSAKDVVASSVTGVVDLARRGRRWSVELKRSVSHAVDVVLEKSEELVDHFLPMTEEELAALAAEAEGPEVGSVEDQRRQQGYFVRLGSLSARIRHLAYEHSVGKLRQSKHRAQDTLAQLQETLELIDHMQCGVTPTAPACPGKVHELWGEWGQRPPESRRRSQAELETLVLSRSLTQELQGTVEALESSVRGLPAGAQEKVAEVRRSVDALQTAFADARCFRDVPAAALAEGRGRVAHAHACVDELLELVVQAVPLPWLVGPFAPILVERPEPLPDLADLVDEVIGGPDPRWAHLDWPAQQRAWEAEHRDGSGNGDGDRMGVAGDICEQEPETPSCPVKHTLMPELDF
Target sequence (Q8WTS1 whole entry, looked up): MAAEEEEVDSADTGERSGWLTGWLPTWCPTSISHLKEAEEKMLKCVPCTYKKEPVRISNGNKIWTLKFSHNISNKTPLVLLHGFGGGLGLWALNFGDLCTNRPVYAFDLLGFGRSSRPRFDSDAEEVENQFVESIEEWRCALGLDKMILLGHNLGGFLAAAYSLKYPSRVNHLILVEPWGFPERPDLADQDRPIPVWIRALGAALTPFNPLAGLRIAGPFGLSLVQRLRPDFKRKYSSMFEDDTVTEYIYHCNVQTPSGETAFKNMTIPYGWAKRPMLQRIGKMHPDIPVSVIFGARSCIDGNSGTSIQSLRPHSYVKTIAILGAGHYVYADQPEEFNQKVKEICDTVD
HTR2A ag – activates the mouse 5-HT2A serotonin receptor. P35363. CHO-K1 mHTR2A beta-arrestin complementation, luminescence; percent of 30 µM serotonin response. activation, % at 7.6 µM. hit rate 0.66% among 360,000;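 active = activation above a run cutoff, the mean activation of all tested compounds plus 3 SD, cut at about 14% in these data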;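 note: 0% = plate median of compound wells and 100% = 30 µM serotonin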
iPSC survival up – enhancers of human iPSC single-cell survival | hiPSC single-cell survival, ATPlite luminescence; 100% = ROCK inhibitor wells, 0% = DMSO | survival enhancement, % at 20 µM | hit rate 0.044% among 360,000 | AID 602274; in the data active = survival enhancement above about 18%;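 note: cells exposed to compounds for 16 hours before the ATP read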
Cardio protect – protects H9c2 cardiomyocytes from peroxide injury. H2O2 injury protection, ATPLite, 2 h. hit rate 0.63% among 360,000. protection from H2O2 cell death, % at 20 µM;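 active = compounds giving at least 50% protection of heart cells from peroxide-induced death in the single-dose screen, raw or plate-pattern-corrected value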;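 note: 0% = DMSO wells with peroxide and 100% = DMSO wells without peroxide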
MC4R ag barr – agonists of human melanocortin 4 receptor (MC4R) beta-arrestin. AID 540308. U2OS MC4R beta-arrestin complementation, luminescence; percent of melanotan II response, DMSO zero. hit rate 0.98% among 360,000. activation, % at 8.9 µM. P32245;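 active = activation above a per-plate cutoff, the mean activation of sample wells on that plate plus 3 SD, cut at about 8% in these data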
Granule exo inh – blocks lytic granule exocytosis. TALL-104 LAMP-1 surface exposure, flow cytometry; cells stimulated with thapsigargin and PMA. AID 651702. inhibition, % at 10 µM. hit rate 0.66% among 360,000;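 active = inhibition above about 55%, limit read from the data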
MC4R antagonist – blocks human MC4R cAMP signaling | P32245 | MC4R-expressing cells, MTII-stimulated cAMP, LANCE TR-FRET | hit rate 0.48% among 360,000 | inhibition, % at 6.5 µM | AID 540295;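 active = inhibition above its plate's cutoff, the mean of tested wells on that plate plus 3 SD, cut at about 29% in these data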;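 note: 0% = Melanotan II alone and 100% = Melanotan II plus saturating MCL0020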
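Test system: U2OS cells stably expressing human melanocortin 4 receptor (MC4R); also added: Melanotan II challenge; compound: 6.5 µM single dose; timing: 30-min compound preincubation, 1-h Melanotan II challenge, 1-h detection, room temperature; signal: Eu-cAMP/anti-cAMP TR-FRET, emission 671 nm; repeats: one well per compound, no replicates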
aDG glyco act – increases alpha dystroglycan glycosylation; Pro5-aDG cells, alpha-DG glycosylation AlphaScreen (IIH6); 0% Pro5, 100% B10-LARGE cell signal; activation, % at 10 µM; hit rate 0.22% among 360,000; AID 624168;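 active = activation of at least 8% versus controls, or a plate z-score of at least 8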;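 note: Pro5 are CHO cells carrying HIG-tagged alpha-DG that lacks glycosylation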
N-glyco inh – blocks N-linked glycosylation in D54 reporter cells; AID 588692; hit rate 0.23% among 360,000; reporter increase, % at 12.5 µM; D54 ERlucT glycosylation luciferase reporter, 24 h; percent of 100 nM tunicamycin response;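 active = mean luciferase reporter signal, scaled so untreated is 0 and the glycosylation-blocking control 100, at or above a set limit in every replicate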;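 note: luciferase carries N-glycosylation sites so blocking glycosylation raises the light; 0% = median of neutral control wells and 100% = median of 100 nM tunicamycin wells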
Starred values were filed as active, the others as inactive.

SMILES	ABCB6 inh MLPCN	ABHD5 PLIN5 PPI	HTR2A ag	iPSC survival up	Cardio protect	MC4R ag barr	Granule exo inh	MC4R antagonist	aDG glyco act	N-glyco inh
COc1cccc(OC)c1CNC(=O)CCSCc1ccccc1F	95	5	3	-0.2	-3	-2.9	-2	2	0.0	2
NS(=O)(=O)c1ccc(N/N=C/c2cn(-c3ccccc3)nc2-c2cccs2)c([N+](=O)[O-])c1	80	-3	0	4.3	-4	3.7	8	-3	-0.9	0
CCC(C)N(C(=O)CSc1nncn1C)C1CCS(=O)(=O)C1 (stereo not drawn)	98	-8	4	-4.0	-2	-0.6	3	1	0.1	0
CN1CCN(NC(=S)NC2CCCC2)CC1	103	-1	2	1.7	5	-1.7	30	0	0.3	0
Cc1nnc(Sc2cc(C(=O)NCCCOC(C)C)c3ccccc3n2)s1	96	-2	-2	-0.1	1	-0.7	3	-1	0.1	-1
CC(NC(=O)CN1C(=O)c2ccccc2C1=O)c1ccccc1 (stereo not drawn)	97	4	-6	0.8	-3	0.1	-10	5	0.3	2
COc1ccc(C(CNC(=O)c2c(C)nn(Cc3ccccc3)c2Cl)N2CCOCC2)cc1 (stereo not drawn)	100	8	3	1.0	3	0.6	-5	-5	0.0	-2
Fc1ccccc1OCCSc1nc2ccccc2o1	89	-22	-2	0.2	-8	8.0	-2	15	0.0	-1
O=c1cc(-c2ccccc2)nc2nc(COc3ccccc3)[nH]n12	98	-9	7	0.1	4	-0.1	0	7	-0.2	1
C[C@]12CC[C@@H]3c4ccc(OC(=O)c5ccccc5)cc4CC[C@H]3[C@@H]1CC[C@@H]2O	94	1	-3	-1.8	-24	-0.9	60*	13	0.5	3
COc1ccc(C(=O)CCC(=O)O)cc1	92	9	0	2.2	-4	0.8	5	-2	0.0	0
CCc1ccc(Nc2cnn(-c3nc4ccccc4s3)c(=O)c2Cl)cc1	96	-4	-1	1.1	18	8.2*	40	20	0.0	-1
COc1ccccc1/C=C(/C(=O)NCCCn1ccnc1)c1ccccc1	102	-1	-3	-0.6	-10	-1.1	-1	8	0.9	1
O=C(NC(=S)Nc1cccc2cc(O)ccc12)c1ccco1	103	6	-2	-0.3	-4	-4.1	8	-2	-0.1	-1
O=C(NC(=S)Nc1ccccc1Br)c1ccc2c(c1)OCO2	101	-4	10	-0.3	-7	11*	2	2	0.1	1
O=C1CNC(=S)N1CCCc1ccccc1	102	-2	-1	0.2	-2	-2.5	-6	9	-0.4	1
O=C1NC(=O)/C(=C\c2ccc(Br)o2)S1	99	-6	0	-0.7	-10	0.8	4	-3	0.1	1
CC(=O)N(/N=C/c1cccc(C)c1)c1nc(-c2ccc(Br)cc2)cs1	96	6	3	-1.2	-17	-1.9	3	-4	-0.3	1
O=C(N/N=C/c1c(Cl)cccc1Cl)c1cccc(F)c1	102	-1	-5	0.7	10	-0.8	-1	2	0.0	2
COC(=O)c1cc(S(=O)(=O)NCC(C)c2ccccc2)c[nH]1 (stereo not drawn)	99	-6	1	1.1	-3	0.6	12	1	0.0	-2
Cc1ccccc1C1=N/C(=C/c2cccnc2)C(=O)O1	98	-6	-1	-1.3	3	-4.0	-3	2	0.0	2
CCS(=O)(=O)n1c(Cc2cccs2)nc2ccccc21	99	1	-2	-3.2	-1	0.2	-1	-1	-0.2	2
Cc1ccc(C(=O)NNC(=O)CSc2nnc3c(n2)[nH]c2ccc(F)cc23)cc1	97	8	4	1.1	-2	-0.1	-2	7	-0.1	-4
Cc1ccc(Cn2c(-n3nc(C)cc3C)nc3c2c(=O)[nH]c(=O)n3C)cc1	96	-2	8	0.6	5	0.8	-2	-10	-0.1	-1
Cc1cc(C)nc(SCC(=O)NNC(=O)c2ccccc2C)n1	94	-3	4	-0.7	8	1.4	-1	-2	0.0	4
Next structures
SMILES	ABCB6 inh MLPCN	ABHD5 PLIN5 PPI	HTR2A ag	iPSC survival up	Cardio protect	MC4R ag barr	Granule exo inh	MC4R antagonist	aDG glyco act	N-glyco inh
CN(C(=O)c1cccc(Cl)c1)C1CCCN(Cc2ccccc2F)C1 (stereo not drawn)	101	-1	-9	0.2	-1	-0.1	-2	21	-0.1	-3
O=c1[nH]nc(Cc2ccc(-c3cccc(Cl)c3)o2)c2ccccc12	102	-4	-4	-0.1	18	14*	-2	-18	4.2	1
O=c1c2ccccc2cnn1Cc1nnc(-c2cccs2)o1	99	1	-1	0.6	16	-0.6	-5	12	0.5	-1
Cc1nc2ccc(S(=O)(=O)NC(CC(C)C)C(=O)O)cc2s1 (stereo not drawn)	93	0	-3	-1.4	3	-2.3	-7	14	-0.3	0
CCOc1ccc(NC(=O)CSCc2cnn(-c3ccccc3)c2-n2cccc2)cc1	100	-6	-1	0.0	-4	1.7	-2	-2	0.2	-1
CCOc1ccc(NC(=O)CN2CC(c3ccccc3)CC2=O)cc1 (stereo not drawn)	99	3	-2	0.4	2	-0.8	1	0	-0.1	-1
O=C(NC1CCCCC1)N(CCO)Cc1cc2cc3c(cc2[nH]c1=O)OCCO3	96	0	1	-2.7	-6	0.7	28	-2	0.2	1
COc1ccccc1NC(=O)c1sc(Cl)nc1C	95	4	1	-0.4	9	-1.4	-2	26	0.2	6
Cc1ccccc1OCc1nc(-c2ccc(NC(=O)c3cccs3)cc2)no1	95	-5	-4	-1.2	-10	16*	5	14	0.2	-3
CC1(c2ccccc2)NC(=O)N(CC(=O)N(c2ccccc2)C2CCS(=O)(=O)C2)C1=O (stereo not drawn)	100	-6	-5	1.2	5	-1.3	-9	1	-0.1	2
CC(=O)Nc1ccc(/C(C)=N/NC(=O)C2CC2c2ccccc2)cc1 (stereo not drawn)	99	-10	1	3.4	0	-2.8	-3	4	-0.4	1
CCN1C[C@@H]2[C@@H]3C(=O)N(C)C(=O)[C@@H]3[C@](Cc3ccccc3)(C1=O)N2C(=O)c1ccc(Cl)c(Cl)c1	94	7	0	-0.2	5	0.0	-2	5	0.0	-3
Cc1cc(C(=O)N2CCN(c3ccc([N+](=O)[O-])cc3)CC2)no1	99	8	3	2.3	-1	6.6	0	-1	1.4	0
CCCSc1nc2cc(S(=O)(=O)N3CCOCC3)ccc2n1CC	95	3	1	1.0	7	-2.8	21	3	-0.4	-2
CSc1cccc(NC(=O)COC(=O)C2(c3ccccc3)CC2)c1	93	-7	-6	-1.7	12	1.6	4	-4	0.4	0
COCCC1CCCCN1C(=O)c1cc(COc2ccc(C)nc2)on1 (stereo not drawn)	96	-4	3	0.0	-9	-2.3	12	9	0.6	-2
COc1nc(N2CCCCCC2)nc(N2CCCCCC2)n1	96	-1	-1	-0.5	-14	-0.2	27	-10	0.0	-3
O=C(CNC(=O)c1ccc(Br)o1)Nc1ncccc1O	101	4	3	0.5	-5	1.4	-4	0	-0.1	2
COC(=O)Cc1ccc(OC(=O)CCS(=O)(=O)c2ccc(Cl)cc2)cc1	98	8	-1	0.2	-6	-3.0	0	-1	0.1	1
CCNC(=O)CC1C(=O)N(c2ccc(F)cc2)C(=O)N1Cc1cccs1 (stereo not drawn)	101	1	4	0.9	-1	2.8	2	6	0.1	1
CCCNCc1cc(OC)c(OCc2ccccc2)cc1Br	98	6	9	0.0	3	-1.7	10	3	0.0	-7
CCC(C)Sc1cccc(-c2nc3ccc(Cl)cn3c2NCc2ccccc2)c1 (stereo not drawn)	101	-23	5	-3.9	-4	-1.3	4	14	1.1	-6
Cc1ccc(NC(=O)CSCC(=O)N2CCCc3ccccc32)cc1	103	5	0	-0.2	-2	0.7	9	7	-0.1	-3
CSc1nnc(-c2ccc(S(=O)(=O)N3CCCC3)cc2)n1C	98	8	1	-1.0	-2	1.6	12	9	0.2	2
COc1ccccc1Nc1nc(N)nc(CN2CCCCC2)n1	97	-5	0	1.2	2	-2.8	2	1	0.1	0
Later entries.
SMILES	ABCB6 inh MLPCN	ABHD5 PLIN5 PPI	HTR2A ag	iPSC survival up	Cardio protect	MC4R ag barr	Granule exo inh	MC4R antagonist	aDG glyco act	N-glyco inh
COc1ccc(CNC2CCCC2)c(OC)c1OC	88	0	6	1.0	-7	0.0	-2	9	-0.1	-3
CN(C)C(CNC(=O)c1ccc(NS(=O)(=O)c2ccc3[nH]c(=O)[nH]c3c2)cc1)c1ccccc1 (stereo not drawn)	97	8	-6	-0.5	3	-2.7	2	11	0.0	0
CCOc1ccc(CC(=O)N/N=C(\C)c2cccnc2)cc1OCC	97	0	1	-0.4	3	0.6	-3	0	3.8	1
CC(C)[C@H](NC(=O)Nc1ccccc1F)C(=O)O	81	-5	-6	-1.2	17	-2.0	2	-3	0.0	4
CC1=CC(C)(C)N2C(=O)C3(C(C#N)=C(N)Oc4cc(O)ccc43)c3c(C)c(C)cc1c32 (stereo not drawn)	101	-12	5	-0.4	-18	5.7	21	25	0.2	-7
CCN(CC(=O)Nc1c(F)cccc1F)C(=O)/C=C/c1ccc(C)o1	97	2	1	-0.3	9	-0.6	-1	0	0.1	1
Cc1ccc(C)c(S(=O)(=O)N2CCCCC2CCNC(=O)C(=O)NCCc2ccco2)c1 (stereo not drawn)	96	-4	1	-0.6	2	0.1	-7	3	0.1	0
C[C@H]1CCCCO[C@@H](CN(C)S(=O)(=O)c2ccc(F)cc2)[C@@H](C)CN([C@@H](C)CO)C(=O)c2cc(NC(=O)Nc3ccc4c(c3)OCO4)ccc2O1	98	-1	-4	2.9	-2	-0.6	6	1	-0.1	-6
Cc1ccc(CC(=O)N2CCN(c3ccccn3)CC2)cc1	87	-3	-3	5.1	12	0.0	2	5	0.2	0
CCn1c(SCC(=O)NCC(=O)Nc2ccc(F)cc2)nnc1-c1cccs1	100	7	2	-1.7	-1	-2.1	-2	5	0.1	1
Cc1ccc2nc(Cl)c3cc(C(=O)N(CCN(C)C)Cc4ccco4)sc3c2c1	102	14	-8	-1.8	-16	1.9	38	-1	2.9	-7
COc1cc(NC(=O)C2CCN(S(=O)(=O)c3ccc4c(c3)CC(C)N4C(C)=O)CC2)cc(OC)c1OC (stereo not drawn)	92	1	-2	0.2	-2	-0.6	-1	5	-0.2	1
O=C(Nc1nc2ccccc2[nH]1)c1cccc(F)c1	99	-14	4	-0.6	-14	-1.1	-18	1	0.2	-11
Cc1ccc(-c2cc(C(=O)Nc3cc(C)on3)no2)cc1	91	0	-2	3.4	1	-0.9	-3	-1	0.0	0
CCCOP(=O)(c1ccccc1)c1ccccc1	97	5	3	-0.7	9	0.5	0	-5	0.0	-2
Cc1cccc(C(=O)Nc2ccc(N3CCN(c4ccc(C(F)(F)F)cn4)CC3)nc2)c1	107	-1	0	-0.9	-4	-2.6	-1	8	0.0	-1
Cc1cc(C)c(CSc2ncc(-c3ccc([N+](=O)[O-])cc3)[nH]2)c(C)c1	99	-18	-5	-0.9	-30	-2.6	7	-2	2.5	-5
